Autophagy HCS: modulators of autophagy; calls only at 10 µM (by protocol); actives 0.98% (n = 190,000); MEF GFP-LC3 puncta imaging; test concentration mostly 10 µM;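 active = percentage of spot-positive cells more than 3 SD above its plate mean, without a fluorescence outlier flag or 80% toxicity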;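 note: spot-positive cell cutoff set from DMSO-treated cells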
Salmonella PhoP GFP: PhoP-dependent GFP reporter repression – Salmonella Typhimurium, primary screen (AID 1863); S. Typhimurium PhoP-regulated promoter GFP reporter, 4 h; higher % means a stronger effect; one-dose inhibition, % at 50 µM; IC50 in µM for titrated hits; actives 0.16% (n = 300,000);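 active = inhibition over 29.93%, a cutoff 3 SD above the screen mean, later confirmed by dose response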;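 note: 0% = low Mg2+ inducing control and 100% = high Mg2+ repressing control; strong numbers were not always called active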
T cell modulator: T cell immune modulators affecting CD8 T cell-vesicle binding; 2C CD8+ T cell-vesicle binding, flow cytometry; active compounds read low; actives 0.068% (n = 330,000); AID 2052; calls only at 7 µM;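 active = response, share of CD8 T cells binding vesicles, and their 90th percentile fluorescence all below set limits, cut at about 80% in these data, passing the limit was not always enough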
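Test system: purified 2C TCR transgenic mouse naive CD8+ T cells. Probe or stimulus: QL9-peptide-loaded Drosophila micro-vesicles bearing Ld, ICAM-1 and B7-1. Incubation: binding step 1.5 h, 37 °C, antibody labelling 20 min, ice. Measured by: flow cytometry of vesicle-bound cells.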
Ins promoter up: MIN6 insulin promoter up-regulation; MIN6 insulin promoter-GFP reporter, high-content imaging; active compounds read high; z-score at 5 µM; actives 0.3% (n = 190,000);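 active = z-score above 3 at 5 µM with at least 500 cells counted in the well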
bCat nuc transl: modulators of beta-catenin nuclear translocation; nuclear translocation activity, % at 5 µM; HeLa beta-catenin nuclear translocation, immunofluorescence imaging; actives 0.3% (n = 190,000);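 active = nuclear translocation activity above 50% at 5 µM, with a well cell count of 50 or more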;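 note: per-cell ratio of nuclear to cytoplasmic median beta-catenin stain intensity; plate controls were DMSO negative control for no effect and GSK-3 inhibitor IX positive control for full effect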
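test system = HeLa cells, endogenous beta-catenin | dosing = single 5 µM dose plus 0.02–20 µM confirmation series | times = compound treatment 24 h, 37°C, 5% CO2 | technique = beta-catenin immunofluorescence imaging with DAPI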
CSM14.1 death rescue: protection against thapsigargin-triggered cell killing – 384-well, CSM14.1, ATP luminescence, primary screen (AID 1222). CSM14.1 thapsigargin-induced death rescue, ATP luminescence; higher % means a stronger effect. cellular ATP content (survival), % at 20 µM; hits with a dose series show EC50 in µM. 190,000 tested, under 10 active;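 active = EC50 below 50 µM in the dose-response confirmation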;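 note: death triggered by thapsigargin at about 15 µM added after 2 h compound pretreatment; cell ATP read after overnight thapsigargin exposure of roughly 18 to 22 hours; normalized against plate controls of thapsigargin alone and 5% DMSO vehicle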
MT stabilize HCS: microtubule stabilizers in HeLa cells; HeLa tubulin immunostaining HCS, 24 h; share of cells brighter than vehicle mean+2SD; % tubulin-high responders, % at 10 µM; actives 0.83% (n = 200,000); AID 2205;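 active = plate Z-score above 3 for both tubulin-high and condensed-nucleus cell shares, with cell loss under 80%, at 10 µM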;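 note: anti alpha tubulin signal scored within the nucleus-defined area of each cell; some results filed as inactive read as strong as hits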
Lipid droplet: hepatic lipid droplet formation modulation; actives 0.4% (n = 240,000); inhibition, % at 6.5 µM; AML12 mouse hepatocytes, oleate lipid droplets, BODIPY imaging;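 active = lipid droplet intensity inhibited by at least 50%, with more than 500 cells counted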
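Test system: AML12 hepatocytes (mouse); reagent: oleate loading, 100 µM; dosing: one dose, 6.5 µM compound; incubation: overnight exposure; signal: fluorescence imaging, 20x objective, two fields per well; read-out basis: % inhibition of corrected integrated BODIPY droplet signal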
Dynein transport: blocks dynein driven cargo transport along microtubules; 3617.4 mouse cells, GR-EGFP nuclear translocation imaging; test concentration mostly 20 µM; stimulated with dexamethasone, 1 µM; active compounds read low; z-score, hits read low; actives 0.47% (n = 220,000);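 active = plate z-score of nuclear minus cytoplasmic receptor signal below a set negative limit, without overly bright fluorescence or cell loss, cut at about -3.5 in these data, passing the limit was not always enough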;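 note: z-score of nuclear minus cytoplasmic ring GR-EGFP intensity difference per well; some compounds called inactive have numbers as strong as hits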
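Buffer or medium: tetracycline-free induction medium containing charcoal-stripped FBS / Reagent: dexamethasone agonist, 1.0 µM final, for 30 min / Technique: automated 10x imaging of fixed Hoechst-stained cells / Times: induction 48 h, compound 1 h, agonist 30 min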
Dynein transport cytoplasmic EGFP: recorded beside Dynein transport, whose call it bears; z-score; measured here: cytoplasmic GR-EGFP intensity; active compounds read high
Dynein transport nuclear GR-EGFP: second read-out of Dynein transport, no call of its own (marks repeat the call); z-score; measured here: nuclear GR-EGFP intensity;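 lower value marks the stronger effect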
Dynein transport cell count: second read-out of Dynein transport, no call of its own (marks repeat the call); z-score; measured here: cell count per field
Ins promoter up cell count: further read-out of Ins promoter up, marked with its call; cell count; measured here: cytotoxicity, nuclei count;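 total cells summed across four imaged fields per well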
Lipid droplet cells 6.5 µM: further read-out of Lipid droplet, marked with its call; cell count; measured here: cell count, cytotoxicity flag;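 cells counted across two imaged fields per well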
bCat nuc transl cell count 5 µM: also measured in bCat nuc transl; calls as there; cell count; measured here: cell count, cytotoxicity flag
T cell modulator vesicle-bound %: also measured in T cell modulator; calls as there; double positive events, %; measured here: CD8+ vesicle-bound cell fraction;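 binding gate set so that unloaded-vesicle control wells show 10% double positive cells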
MT stabilize HCS Hoechst-high %: further read-out of MT stabilize HCS, marked with its call; % Hoechst-high responders; measured here: nuclear condensation Hoechst responders;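 share of cells brighter than vehicle mean plus two SD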
MT stabilize HCS cytotoxicity %: second read-out of MT stabilize HCS, no call of its own (marks repeat the call); toxicity, %; measured here: cytotoxicity by cell density;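 0% = mean cell density of plate MIN control wells and 100% = no cells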
Autophagy HCS cell loss 18 h: recorded beside Autophagy HCS, whose call it bears; toxicity, %; measured here: cell loss, nuclei count;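 cell loss after 18 h compound exposure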
* marks the source's active call; other numbers are inactive results; i = inactive; . = no result given.

SMILES	Autophagy HCS	Autophagy HCS cell loss 18 h	Salmonella PhoP GFP	T cell modulator	T cell modulator vesicle-bound %	Ins promoter up	Ins promoter up cell count	bCat nuc transl	bCat nuc transl cell count 5 µM	CSM14.1 death rescue	MT stabilize HCS	MT stabilize HCS Hoechst-high %	MT stabilize HCS cytotoxicity %	Lipid droplet	Lipid droplet cells 6.5 µM	Dynein transport	Dynein transport cytoplasmic EGFP	Dynein transport nuclear GR-EGFP	Dynein transport cell count
COCCCn1c(C)nc2c(c1=O)c1nc3ccccc3nc1n2CCc1ccccc1	i	7	1%	i	.	-1.9	876	-1.6	1025	2.0%	5.1	3.1	11	.	.	0.068	-0.3	-0.39	0.41
CCOC(=O)c1cnn(Cc2ccccc2)c1N	i	1	-4%	i	24	.	.	.	.	0.8%	3.3	1.5	2.8	-6	758	0.023	-0.21	-0.24	0.59
Cn1c(N)c(C(=O)CSc2nc3ccccc3[nH]2)c(=O)n(C)c1=O	.	.	-8%	i	30	0.32	947	-1.1	1347	.	.	.	.	4	720	0.033	-0.29	0.56	0.74
O=C(Cc1ccc(F)cc1)Nc1ccc(F)c([N+](=O)[O-])c1	i	32	0%	i	48	-0.46	1448	0.7	1377	-1.1%	2.6	1.8	7.4	.	.	-0.38	-0.2	-0.42	-0.11
Cc1[nH]c(=O)[nH]c(=O)c1S(=O)(=O)N1CCC(C(=O)N2CCN(Cc3ccccc3)CC2)CC1	i	9	1%	i	39	-0.79	1014	-0.1	1231	0.4%	1.4	1.1	8.4	-1	797	-1.1	-0.094	-0.29	0.71
COc1ccc(-c2noc(CCC(=O)Nc3nc4ccccc4s3)n2)cc1	i	-9	0%	i	39	1.3	798	1.8	1067	4.1%	2.0	1.4	4.8	6	787	0.29	-0.099	0.54	0.15
O=C(O)C(Cc1ccccc1)N1C(=O)c2ccccc2C1=O (stereo unspecified)	i	-16	3%	i	34	-0.13	898	.	.	1.3%	2.0	2.1	7.2	.	.	-0.36	-0.38	0.0041	0.47
Cc1ccccc1-n1c(=O)cc(N2CCCCCC2)[nH]c1=O	i	7	0%	i	34	0.14	1114	-1.3	1030	-2.9%	2.5	1.2	6.2	-28	746	-1.6	-0.2	-0.68	0.83
Cc1cc(C)cc(C(=O)NCCCc2ccccc2)c1	i	-3	3%	i	22	1.3	1306	-0.5	1485	0.6%	1.7	2.7	8.2	-20	643	-0.24	-0.32	-0.0091	0.54
COc1ccc(OC)c(-n2c(O)cnc2Nc2nc(C)cc(C)n2)c1	i	-51	-5%	i	53	0.17	1276	-4.6	941	1.4%	2.8	2.2	6.1	.	.	0.65	-0.055	0.75	0.28
CN(C)CCNC(=O)c1cc2ccccc2oc1=O	i	-3	6%	i	42	-0.99	1314	.	.	-0.5%	3.9	2.6	3.8	-5	743	-0.57	-0.21	-0.92	0.66
COc1ccc(C(C)=O)cc1COC(=O)CNC(=O)c1ccc(Cl)cc1	i	-3	12%	i	66	-0.22	1305	-0.1	1083	2.7%	4.0	2.1	2.7	8	711	1.8	-0.048	0.89	-1
Cc1ccccc1-n1c(SCC(=O)N2CCOCC2)nc(O)cc1=O	i	-4	-2%	i	33	-0.44	1270	-0.2	1116	-0.9%	1.3	1.4	0.0	9	806	0.43	0.5	0.39	0.5
O=C(CCc1nc2ccccc2c(=O)[nH]1)N1CCN(C/C=C/c2ccccc2)CC1	i	20	16%	i	34	-1	960	-3.2	1095	5.0%	4.3	2.4	4.5	0	789	0.085	-0.32	0.12	-0.37
COC(=O)c1c(NC(=O)CSc2nnc(C)c(=O)[nH]2)sc(C)c1C	i	3	-2%	i	62	-0.42	1179	-0.2	1084	0.6%	2.8	1.5	3.9	-3	727	-0.19	-0.28	0.016	0.2
COc1ccccc1N1CCN(C(=O)c2cc(-c3ccco3)on2)CC1	.	.	4%	i	42	-0.25	945	0.2	1197	1.6%	1.3	2.5	8.2	.	.	-2.4	-0.34	-1.2	7.5
Cc1ccccc1-c1nc(S(=O)(=O)c2ccc(Cl)cc2)c(NCCN2CCOCC2)o1	i	-4	11%	i	20	0.23	851	-2.6	1096	9.5%	3.4	2.8	8.8	-35	807	0.29	0.31	0.57	0.016
COc1ccc(-c2c(C)n([O-])c(C)c(-c3ccccc3)[n+]2=O)cc1OC	i	-1	-5%	i	36	-0.1	1597	3.7	1330	-1.9%	3.7	1.3	5.1	.	.	1.4	-0.25	-0.44	-0.32
O=C(CSCc1ccc(F)cc1)NCc1ccco1	i	-35	9%	i	47	0.74	703	-3.2	1128	-0.7%	2.9	3.1	4.8	-1	761	-0.82	-0.17	-0.64	0.13
Cc1cccc(NC(=O)C(C)N2C(=O)C3C4CC(C(Br)C4Br)C3C2=O)c1 (stereo unspecified)	i	13	18%	i	33	0.72	1642	2.2	1276	3.0%	2.8	1.2	8.5	.	.	0.14	-0.23	0.69	-0.21
O=C1CN(C(=O)COC(=O)/C=C/c2ccco2)c2ccccc2N1	i	-1	-2%	i	59	0.12	1356	-1.0	1135	-0.1%	1.3	2.1	6.6	1	693	0.2	-0.15	0.11	-0.13
CCOC(=O)C1CCN(C(=O)c2cccc(NS(=O)(=O)c3ccc(F)c(F)c3)c2)CC1	i	-8	-2%	i	34	-0.09	1234	-2.0	1093	-0.5%	2.4	2.0	5.6	11	710	-0.57	-0.27	0.00037	-0.26
C/C(CC(=O)Nc1ccc(Cl)cc1Cl)=N\NC(=O)C(=O)NCCO	i	-14	24%	i	7	0.13	1326	0.1	487	-0.7%	3.4	3.8	13	18	605	-0.033	-0.3	-0.4	0.12
Nn1cnc2c([nH]c3ccccc32)c1=O	i	24	3%	i	39	0.72	1467	0.4	975	-3.4%	2.9	2.0	4.3	-18	682	0.35	0.095	0.46	-1.2
O=C(COc1ncnc2ccccc12)N1CCN(S(=O)(=O)c2ccccc2)CC1	i	13	-15%	i	34	0.29	983	-2.5	1142	-1.8%	4.8	3.9	4.8	-1	721	-0.34	-0.3	0.0031	0.24
Cc1ccc(-c2cc(C(=O)NCCN3CCOCC3)no2)cc1	i	-5	13%	i	23	-0.01	1805	-0.6	1046	-1.7%	3.7	2.7	4.1	-1	684	-0.12	-0.21	-0.14	0.91
COc1ccc(C2C(C#N)=C(SC)NC3=C2C(=O)CC(C)(C)C3)cc1 (stereo unspecified)	i	10	-2%	i	28	-0.09	1354	-1.1	1141	3.0%	3.1	2.4	4.2	7	730	-1.1	-0.24	0.07	0.25
COC(=O)c1ccc2c(=O)n(CCCN3CCOCC3)c(=S)[nH]c2c1	i	27	-4%	i	7	.	.	.	.	-3.2%	4.8	3.7	5.3	7	742	-0.25	-0.3	-0.31	1.1
CC(=O)c1ccc2c(c1)N(C)c1ccccc1S2	i	2	5%	i	10	.	.	3.0	1047	0.1%	2.6	2.1	2.5	-7	703	0.69	0.01	0.54	0.54
CCCS(=O)(=O)c1ccc(COC(=O)c2ccc(NC(C)=O)cc2)cc1	i	0	-9%	i	41	0.24	1331	2.1	1489	0.0%	2.1	2.1	6.7	6	766	-0.46	-0.29	-0.14	0.91
O=C(Cc1ccc([N+](=O)[O-])cc1)Nc1cc(C(F)(F)F)cc(C(F)(F)F)c1	.	.	-10%	i	38	-0.46	1195	0.2	1091	.	.	.	.	-19	751	-0.064	-0.23	-0.05	0.86
O=C(CCc1nc(-c2ccccc2F)no1)Nc1ccc(Oc2ccccc2)cc1	i	-3	-2%	i	37	-1.2	1118	-1.7	1111	-0.7%	24*	12*	16*	.	.	-0.25	-0.21	-0.087	-0.71
Cc1cc(C(=O)NN)c(Cl)cc1Cl	.	.	2%	i	7	-0.06	1009	-0.7	1274	.	.	.	.	6	654	1.4	-0.15	1.5	-2.2
O=C(CSc1nnc(-c2ccccc2)o1)n1c2c(c3ccccc31)CCCC2	i	-10	0%	.	.	-0.2	1281	.	.	-2.3%	2.5	2.6	5.2	-8	703	1.3	-0.17	0.84	0.35
COCCn1c(SCCN2CCOCC2)nc2c1c(=O)[nH]c(=O)n2C	i	-10	6%	i	31	-0.99	848	.	.	2.6%	2.1	2.3	9.3	.	.	-0.32	-0.041	0.043	-0.5

Screens (PubChem BioAssay)
